HTR1E antagonist: antagonists of human 5-HT1E serotonin receptor; P28566; CHO 5-HT1E Ga15 NFAT-bla reporter, FRET, antagonist; inhibition, % at 6 µM; 65,000 compounds, 0.99% hits; AID 571;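 active means inhibition above a set limit, the mean inhibition across every tested compound plus 3 SD, cut at about 29% in these data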;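 further: signal is the 460 over 535 nm emission ratio of beta-lactamase substrate; 0% = agonist plus DMSO wells and 100% = wells without agonist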
Target sequence (P28566 whole entry, looked up): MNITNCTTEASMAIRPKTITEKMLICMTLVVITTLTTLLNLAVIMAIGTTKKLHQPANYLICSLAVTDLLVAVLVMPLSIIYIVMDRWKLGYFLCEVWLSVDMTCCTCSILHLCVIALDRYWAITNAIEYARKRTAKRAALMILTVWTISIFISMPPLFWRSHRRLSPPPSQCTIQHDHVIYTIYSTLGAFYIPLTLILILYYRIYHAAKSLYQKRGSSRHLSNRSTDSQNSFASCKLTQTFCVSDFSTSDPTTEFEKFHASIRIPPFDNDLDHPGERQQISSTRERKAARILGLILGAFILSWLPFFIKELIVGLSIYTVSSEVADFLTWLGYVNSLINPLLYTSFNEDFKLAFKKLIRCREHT
MMP-13 inhibitor: MMP13 (human) collagenase inhibition | inhibition, % at 4 µM | AID 570 | MMP-13 fTHP FRET cleavage, Mca fluorescence | 65,000 compounds, 0.07% hits | P45452;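 active means inhibition above the mean of compound-free control plate wells plus 3 SD, cut at about 14% in these data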;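 further: 0% = DMSO wells and 100% = wells with reference MMP-13 inhibitor after basal subtraction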
tolC growth inh: E. coli tolC mutant growth inhibition; 65,000 compounds, 2.2% hits; E. coli BW25113 tolC mutant growth, OD615; growth inhibition, % at 10 µM (by protocol); AID 573;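 active means growth inhibition at or above a cutoff equal to the mean over every tested compound plus 3 SD, cut at about 60% in these data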;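 further: growth measured after 20 h incubation at 37 °C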
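Signal: optical density read at 615 nm; Assay system: E. coli ΔtolC::kan strain BW25113; Times: 20 h incubation with compound, 37 °C; Dosing: 10 µM final, single dose.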
SF1 activator: activates the human nuclear receptor SF-1; CHO-K1 Gal4-SF-1 LBD luciferase reporter; % increase over DMSO SF-1-specific signal; activation, % at 10 µM; 65,000 compounds, 1.9% hits; Q13285;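 active means activation above the mean activation of all tested compounds plus 3 SD, cut at about 50% in these data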
Target sequence (Q13285 whole entry, looked up, the tested form may be a part): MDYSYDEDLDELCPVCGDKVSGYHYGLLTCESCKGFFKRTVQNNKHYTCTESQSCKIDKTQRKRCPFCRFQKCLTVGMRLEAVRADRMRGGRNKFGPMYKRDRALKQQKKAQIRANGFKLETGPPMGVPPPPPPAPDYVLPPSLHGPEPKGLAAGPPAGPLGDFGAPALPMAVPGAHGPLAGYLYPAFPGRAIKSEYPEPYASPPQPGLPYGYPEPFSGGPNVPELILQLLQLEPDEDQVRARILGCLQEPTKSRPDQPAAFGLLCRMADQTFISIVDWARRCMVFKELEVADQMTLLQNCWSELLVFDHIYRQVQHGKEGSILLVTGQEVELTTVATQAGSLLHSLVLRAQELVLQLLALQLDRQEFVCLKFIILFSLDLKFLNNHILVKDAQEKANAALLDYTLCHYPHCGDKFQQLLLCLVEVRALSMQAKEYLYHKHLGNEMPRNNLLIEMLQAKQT
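Assay system: CHO-K1 cells co-transfected with Gal4 DBD–human SF-1 LBD, 5xGal4 luciferase reporter / Input: 4,000 cells per well / Incubation: 20 h compound exposure at 37 °C after 1 h cell settling / Detection: SteadyLite luciferase luminescence / Control set: DMSO negative control and −SF1 background wells / Replication: one test per compound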
5HT1a ag: activates the human 5-HT1a serotonin receptor. CHO 5-HT1a Ga15 NFAT-bla reporter, FRET ratio; 0% basal, 100% maximal reference agonist. AID 567. activation, % at 10 µM. P08908. 65,000 compounds, 0.56% hits;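 active means activation above the screen-wide mean activation plus 3 SD, cut at about 19% in these data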;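 further: 0% = DMSO wells and 100% = 5-CT at EC100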
NADH coupling: inhibitors of enzymes used to reach an NAD/NADH endpoint. coupled PK/LDH NADH assays, four targets. IC50, µM (doses to about 10 µM), without a hit: at the highest dose inhibition. 65,000 compounds, 0.02% hits;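 active means single-dose screening hits from any of four coupled enzyme assays that gave an IC50 when retested across doses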;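 further: the DPM-DC format reads NADH fluorescence rather than 340 nm absorbance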
5-HT1A blocker: blocks the human serotonin 5-HT1a receptor; P08908; CHO 5-HT1a Ga15 NFAT-bla reporter, antagonist mode; inhibition, % at 10 µM; 62,000 compounds, 0.68% hits;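 active means inhibition above the mean of all tested compounds plus 3 SD, cut at about 43% in these data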;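 further: receptor stimulated by 5-CT agonist at 100 nM near EC80; beta-lactamase reporter measured by ratiometric fluorescence of a cleavable substrate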
5HT1E ag: agonists of human 5-HT1E serotonin receptor; activation, % at 6 µM; CHO 5-HT1E Ga15 NFAT-bla reporter, FRET; 0% DMSO wells, 100% control agonist wells; P28566; 65,000 compounds, 0.69% hits;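 active means activation above a set limit, the screen-wide mean activation plus 3 SD, cut at about 8.5% in these data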;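 further: 100% = positive control agonist at 1 µM giving full maximal response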
RORA act: activates the human nuclear receptor RORA. P35398. CHO-K1 Gal4-RORA LBD luciferase reporter, luminescence; percent increase over mock-subtracted basal signal. activation, % at 10 µM. 65,000 compounds, 1.5% hits. AID 560;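 active means activation above the mean of all tested compounds plus 3 SD, cut at about 49% in these data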;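 further: 0% = DMSO-treated RORA cells and 100% = added signal equal to DMSO minus mock-transfected cells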
Numbers without * were called inactive; x = not tested or not shown; [ ] = another dose, or the depositor's remark.

SMILES	HTR1E antagonist	MMP-13 inhibitor	tolC growth inh	SF1 activator	5HT1a ag	NADH coupling	5-HT1A blocker	5HT1E ag	RORA act
CCOC(=O)Cc1c(C)nc2c(-c3cccc(Br)c3)c[nH]n2c1=O	1	-23	100*	-30	1.5	3%[fluoresces]	8	0.1	-22
COc1ccc(Cn2nnnc2C(c2ccccc2Cl)N2CCN(C)CC2)cc1 (centres undefined)	-11	5	-7	6	-2.0	8%	-4	0.1	-4
CCOc1ccc(-n2nnc3c(=O)n(CC(=O)N4CCCc5ccccc54)cnc32)cc1	5	2	-1	15	-0.7	5%	-3	0.3	2
C[C@H](NC(=O)Nc1ccc2c(c1)OCCO2)C(=O)O	-8	-9	-8	2	1.7	6%	-4	0.9	-7
CCN=C1SC(CC(=O)NC2CCCCC2)C(=O)N1CC (centres undefined)	-1	0	-6	4	0.0	4%	4	-1.1	11
O=C(CSc1nnc(-c2cccnc2)n1Cc1ccco1)N1c2ccccc2Sc2ccccc21	-4	-1	51	-11	1.2	8%	7	0.0	16
COc1ccc(CCC(=O)Nc2ccc(Br)cn2)cc1	12	4	8	-20	-6.5	4%	17	-1.1	-25
CN(C)c1ccnc(SCc2ccccc2Cl)c1C#N	2	2	39	8	2.2	2%	-13	-0.1	8
Cn1c(C(=O)N2CCN(c3ccccn3)CC2)cc2c(=O)n(C)c3ccccc3c21	5	-7	4	7	-0.3	5%	1	21*	6
Cc1nc(NC(=O)CSc2nnnn2Cc2ccccc2)sc1C	-12	-27	0	4	-1.1	8%	-11	0.1	26
CC1CCCCC1NC(=O)COC(=O)c1ccc(S(=O)(=O)N2CCOCC2)cc1 (centres undefined)	9	3	-4	3	-1.9	7%	0	-0.1	21
CN1CCN(CCCNC(=O)C2CC(=O)N(C3CCCCC3)C2)CC1 (centres undefined)	-7	0	-19	18	-4.2	3%	-11	-0.7	-5
O=C(C1Cc2ccccc2CN1S(=O)(=O)c1cccs1)N1CCCCCC1 (centres undefined)	-5	-2	29	0	0.1	10%	-56	0.4	-10
C(=N\n1cnnc1)/c1cccc(Oc2ccccc2)c1	-6	3	17	2	4.0	0%	x	-1.0	-3
O=C1CCN(C(=O)c2ccccc2)C2CCCCC12 (centres undefined)	1	3	-8	-7	-2.5	2%	-2	-1.1	-8
CCc1ccc2nc(SCC(=O)N(CC)CC)c(C#N)cc2c1	0	-5	17	14	-1.3	1%	-11	1.4	-21
CCCCCn1c(SCCC(C)C)nc2c1c(=O)[nH]c(=O)n2C	6	-1	64*	-7	2.9	4%	-6	0.9	-8
O=C(O)CSC1CC(=O)N(c2cccc(Cl)c2)C1=O (centres undefined)	-1	-4	-10	4	0.5	0%	0	0.4	-12
Cc1ccccc1-n1nc2c(c1NC(=O)c1cccc(F)c1)CS(=O)C2 (centres undefined)	-10	0	-7	-10	-2.5	1%	-10	0.2	2
C#CCOC(=O)CCC(=O)NCCc1ccccc1	-4	1	-11	2	-0.3	7%	13	1.5	-4
COc1ccc2nc(NC(=O)Cc3ccc(OC)c(S(=O)(=O)N4CCOCC4)c3)sc2c1	-19	1	14	36	1.1	6%	-31	2.3	33
CC(C)c1cc(C(N)=O)c(NC(=O)C2CCC2)s1	10	0	16	12	-0.3	5%	0	0.3	6
O=S(=O)(NCC1CCCO1)c1cc(Cl)ccc1Br (centres undefined)	-1	-4	-12	-10	-1.2	1%	-2	0.4	-2
C/C(=C\C(=O)O)CC(=O)O	-6	3	6	-8	0.4	2%	x	-1.2	-17
COc1nc(-c2ccccc2)ccc1-c1noc(-c2ccc(F)cc2)n1	-4	-5	-17	-5	-2.5	13%[fluoresces]	0	1.2	13

Continuation:
SMILES	HTR1E antagonist	MMP-13 inhibitor	tolC growth inh	SF1 activator	5HT1a ag	NADH coupling	5-HT1A blocker	5HT1E ag	RORA act
COc1ccc(C)cc1-n1nnnc1SCc1nc2ccccc2s1	7	0	60	110*	-2.9	6%	32	-0.8	50*
Cn1c(C(=O)O)c(CC(=O)NCc2cccnc2)c2ccccc21	2	-3	-19	-15	1.2	6%	-26	0.3	1
Clc1cccc(-c2nc3nc4ccccc4nc3n2Cc2ccco2)c1	20	-31	68*	12	-1.6	6%	38	-0.7	32
CCOC(=O)c1c(NC(=O)c2ccc(-n3cnnn3)cc2)sc2c1CCCC2	-8	-1	-2	10	-0.7	14%	-2	1.4	-6
Cc1ccc2[nH]c(=O)c(C(c3nnnn3CC3CCCO3)N3CCOCC3)cc2c1 (centres undefined)	1	-5	-6	-13	-2.0	8%	-3	-1.9	-12
CCOC(=O)CSc1nnc(N)s1	-4	4	-19	-1	-2.0	6%	-3	0.0	13
C=C(C)Cn1c(SCC(=O)O)nc2c1c(=O)[nH]c(=O)n2C	-15	-4	-9	14	-1.4	6%	-6	1.4	-8
C[C@H]1C[C@@H]2[C@H]([C@@H](O)C[C@@]3(C)[C@H]2CC[C@]3(O)C(=O)CO)[C@@]2(C)C=CC(=O)C=C12	8	1	3	-12	1.3	4%	x	0.1	-23
CCCNC(=O)c1ccc2c(c1)ncn2-c1ccccc1OC	1	-4	0	-3	-2.8	5%	17	0.8	-17
Cc1cc(=O)n2[nH]c(COc3ccccc3)nc2n1	-9	2	-3	19	-0.7	2%	-17	0.8	-3
COc1ccc(-n2c(Cc3cccn3C)nnc2SCC(=O)NCc2ccc(F)cc2)cc1	-3	4	9	-1	-1.6	4%	-4	0.7	-8
O=C(NC1CCCC1)c1ccc(CS(=O)(=O)c2cccc(C(F)(F)F)c2)o1	-4	2	-4	1	-0.6	4%	14	-0.6	4
O=C(CN1C(=O)CNC1=O)Nc1cccc(C(F)(F)F)c1	1	3	-6	7	-1.4	5%	2	1.3	-9
COC(=O)c1ccc(NC(=O)CN2CCN(c3cccc(Cl)c3)CC2)cc1	0	-6	75*	8	-2.9	3%	1	-1.7	-4
CCCCCOc1ccc(NC(=O)CCCC(=O)O)cc1	0	0	-25	3	-3.0	5%	-19	-0.8	8
CCCCCC(=O)Nc1ccc(N2CCN(C(=O)CCC)CC2)cc1	4	4	-6	5	2.0	6%	6	-0.7	9
CC1CCN(C(=O)c2cc(-c3ccc(Cl)c(Cl)c3)on2)CC1	7	-2	20	8	-3.0	3%	10	-0.9	26
NC(=O)c1ccsc1NC(=O)C1CCCCC1	4	1	6	20	-0.4	5%	-7	-0.1	11
N=C1C(c2nc3ccccc3c(=O)[nH]2)=C(O)CN1CCO	-2	-13	-10	-7	-0.1	10%	-12	-0.6	-9
CC(=O)Nc1cc2c(cc1C(C)=O)OCCO2	-1	-2	3	-18	-1.2	3%[fluoresces]	4	-0.1	-23
O=C(OCC(=O)N1CCc2ccccc21)c1ccccc1	-8	-5	-1	19	-4.7	6%	-1	0.1	3
COc1cc(C(=O)NCc2cn3cccc(C)c3n2)cc(OC)c1OC	1	4	-3	14	-0.9	8%	-13	0.4	4
CCC(=O)Nc1cccc(NC(=O)CSc2nnc(-c3ccc(NS(C)(=O)=O)cc3)n2C)c1	1	0	-25	2	-1.8	2%	-5	0.2	4
Nc1c(C(=O)NCCc2ccccc2)nnn1Cc1ccccc1	3	4	-4	36	-1.3	4%	-6	-0.2	13
CCCC1c2ccc(C)n2CCN1C(=O)Nc1ccc(F)cc1 (centres undefined)	-2	-2	18	-5	-1.1	5%	-9	0.5	16

The listing continues.
SMILES	HTR1E antagonist	MMP-13 inhibitor	tolC growth inh	SF1 activator	5HT1a ag	NADH coupling	5-HT1A blocker	5HT1E ag	RORA act
CC1=C(C(=O)OC(C)C)C(c2cccs2)N2C(=O)C(C)SC2=N1 (centres undefined)	10	-2	10	-23	-1.6	6%	8	-0.3	-18
Cc1ccc(Nc2nc(N)nc(CN3CCCCCC3)n2)c(C)c1	-1	1	1	3	1.4	5%	-14	0.4	-3
COc1cccc(C(=O)N2CCCC(c3nc(-c4cccs4)no3)C2)c1 (centres undefined)	8	2	14	6	0.8	2%	2	-0.8	2
CCN(CC)CCCN1C(=O)C(=O)/C(=C(/O)c2ccc(Cl)cc2)C1c1ccccn1 (centres undefined)	-4	-4	19	3	-1.2	1%	x	0.3	-8
CCOc1ccc(-c2[nH]nc3c2C(c2ccc4c(c2)OCO4)C(C#N)=C(N)O3)cc1OC (centres undefined)	1	-2	-7	29	-0.2	7%	5	-0.7	-20
Cc1ccc(-c2noc(CN3CCN(c4ccccc4F)CC3)n2)cc1	-3	9	84*	-30	-0.5	4%	1	-0.2	6
COc1ccccc1Oc1c(C)oc2c(CN3CCN(C)CC3)c(O)ccc2c1=O	-7	-177[fluorescence artefact?]	-19	-13	0.3	7%[fluoresces]	-4	0.5	-22
COC(=O)C1(C(O)C(=O)c2ccc(C)cc2C)CCCCC1 (centres undefined)	6	1	17	2	0.7	2%	4	-0.8	-14
Cc1ccc(CNC(=O)c2sccc2-n2cccc2)cc1	9	-2	26	-3	-2.3	5%	9	0.5	3
CSCCC(NC(=O)COc1ccccc1)C(=O)N1CCN(c2ccccc2F)CC1 (centres undefined)	-11	2	2	-3	-2.5	4%	16	-0.1	22
CC(=O)Nc1ccc(S(=O)(=O)NC(CC(=O)NCCCN2CCOCC2)C(C)C)cc1 (centres undefined)	-5	-3	-19	23	-2.1	1%	-3	-0.1	4
C=CCSc1nnc(CSc2nc3sc4c(c3c(=O)[nH]2)CCCC4)n1-c1ccccc1	-1	-16	41	-5	-0.6	10%	-11	-0.6	37
CCOc1ccccc1Oc1c(C)oc2cc(OC(=O)N3CCOCC3)ccc2c1=O	-9	2	3	10	3.7	4%	-4	0.7	4
Cc1cc(C)n2c3c(c(C#N)c2n1)CCCC3	10	-9	3	23	-1.0	10%	-14	0.6	-10
CCOC(=O)c1csc(NC(=O)CSc2nnc(C3CC3)n2C)n1	4	8	0	0	-1.9	7%	-1	0.0	20
O=C(CN1CCCc2ccccc21)NC(=O)NCc1ccco1	3	2	-7	8	-2.5	1%	11	-1.0	4
Cn1c(=O)cc(OCC(=O)N2CCCc3ccccc32)c2ccccc21	6	-1	5	-5	-2.9	4%	-5	0.1	-14
COc1ccc(N(C(=O)c2cccnc2)S(=O)(=O)c2ccc3c(c2)n(C)c(=O)n3C)cc1	5	4	0	-24	-0.3	3%	-4	-0.2	0
Cc1ccc(O)c(-c2cc(C(F)(F)C(F)F)nc(-c3ccccc3)n2)c1	-2	1	3	3	-0.9	7%	-3	-0.5	19

Molecules above that contain a cyano group (4):
SMILES	HTR1E antagonist	MMP-13 inhibitor	tolC growth inh	SF1 activator	5HT1a ag	NADH coupling	5-HT1A blocker	5HT1E ag	RORA act
CN(C)c1ccnc(SCc2ccccc2Cl)c1C#N	2	2	39	8	2.2	2%	-13	-0.1	8
CCc1ccc2nc(SCC(=O)N(CC)CC)c(C#N)cc2c1	0	-5	17	14	-1.3	1%	-11	1.4	-21
CCOc1ccc(-c2[nH]nc3c2C(c2ccc4c(c2)OCO4)C(C#N)=C(N)O3)cc1OC (centres undefined)	1	-2	-7	29	-0.2	7%	5	-0.7	-20
Cc1cc(C)n2c3c(c(C#N)c2n1)CCCC3	10	-9	3	23	-1.0	10%	-14	0.6	-10

Random draw from the library (roughly 7.2% active in at least one column).
